Screening data as filed in PubChem BioAssay.
FID counter: fluorescent intercalator displacement, NS3 helicase counter-screen. DNA fluorescent intercalator displacement, fluorescence. inhibition, % at 7.9 µM. 0.17% of 290,000 active. AID 1845; in the data active = inhibition above about 37%;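 also: 0% = vehicle and 100% = reference compound; higher means more ethidium bromide displaced from hairpin DNA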
VIM-2 inhibitor: blocks Pseudomonas aeruginosa VIM-2 metallo-beta-lactamase. AID 1527. purified VIM-2, nitrocefin hydrolysis, epi-absorbance fluorescence. 0.89% of 290,000 active. inhibition, % at 5.6 µM;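 active = inhibition above the mean of all tested compounds plus 3 SD, cutoff set per screening run, cut at about 7.5% in these data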;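 also: red hydrolysis product quenches plate fluorescence so inhibitors raise well fluorescence; 0% = enzyme with DMSO and 100% = DMSO without enzyme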
NS3 helicase inh: inhibitors of Hepatitis C virus NS3 helicase | inhibition, % at 10.9 µM | 0.56% of 290,000 active | NS3 helicase DNA unwinding, Cy5 molecular beacon fluorescence;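 active = inhibition above the mean of all tested compounds plus 3 SD, set per campaign, cut at about 35% in these data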;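 also: 0% = DMSO wells and 100% = thioflavine S control wells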
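System: Hepatitis C virus NS3 helicase domain fragment enzyme | Reagent: Annealed dual-labelled DNA beacon duplex, ATP-started | Compound dosing: 10.9 µM single point, 0.8% DMSO | Incubation: 1 h reaction at 25 °C, ATP-initiated | Technique: Cy5 fluorescence | Evaluation: Percent inhibition from t60/t0 fluorescence ratio | Benchmarks: Low DMSO, high thioflavine S at 110 µM | Replication: Singlicate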
IMP-1 inh: inhibitors of Pseudomonas aeruginosa IMP-1 metallo-beta-lactamase | purified IMP-1, nitrocefin hydrolysis, epi-absorbance fluorescence | inhibition, % at 5.6 µM | 0.45% of 290,000 active | AID 1556;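 active = inhibition above the mean plus 3 SD of all compounds in the same screening run, cut at about 4.5% in these data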;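 also: 0% = IMP-1 with DMSO and 100% = DMSO wells lacking enzyme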
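System – purified recombinant IMP-1 beta-lactamase · Input – IMP-1 dispensed at 0.2 nM · Timing – 15 min preincubation plus 25 min reaction at 25 °C · Signal – Epi-absorbance fluorescence, 480 nm excitation, 530 nm emission · Measure – percent IMP-1 inhibition derived from blank-referenced optical density · Controls – Enzyme-plus-DMSO low control, enzyme-free DMSO high control · Replication – singlicate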
IDE cell activ: IDE (human) activation, cell-based; 0.073% of 340,000 active; AID 493087; HEK cells, FAbeta-B cleavage, fluorescence polarization; 0% vehicle, 100% cell-free pure enzyme wells; P14735; activation, % at 5.96 µM;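 active = activation above the mean of all tested compounds plus 3 SD, set per screening campaign, cut at about 17% in these data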
M18AAP inhibitor: blocks P. falciparum M18 aspartyl aminopeptidase; recombinant PfM18AAP, H-Glu-NHMec fluorogenic cleavage; 1.2% of 290,000 active; inhibition, % at 7.35 µM;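 active = inhibition above the campaign mean inhibition over all tested compounds plus 3 SD, cut at about 28% in these data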;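 also: 0% = plate median of test compound wells and 100% = 2 mM ZnCl2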
SUMO HTRF inh: inhibitors of human SUMOylation (UBC9); P63279; HTRF SUMOylation assay, SAE1/SAE2 + UBC9, in vitro; inhibition, % at 35 µM; 0.36% of 290,000 active; AID 2006; in the data active = inhibition above about 50%, passing the limit was not always enough; also: strong numbers were not always called active
pCIP destab: compounds decreasing mouse p/CIP protein stability; Q05BA5; F442A p/CIP-EGFP cells, EGFP fluorescence, 16 h; decrease of EGFP signal, % at 10 µM; 0.01% of 290,000 active;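 active = EGFP signal decrease of at least 30% at 10 µM or well 3 SD below plate mean, unless failing retest; inactive = the rest, including hits failing retest or dose response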; also: some compounds called inactive have numbers as strong as hits; many of its hits are not listed in these tables
Target sequence (Q05BA5 1-1403): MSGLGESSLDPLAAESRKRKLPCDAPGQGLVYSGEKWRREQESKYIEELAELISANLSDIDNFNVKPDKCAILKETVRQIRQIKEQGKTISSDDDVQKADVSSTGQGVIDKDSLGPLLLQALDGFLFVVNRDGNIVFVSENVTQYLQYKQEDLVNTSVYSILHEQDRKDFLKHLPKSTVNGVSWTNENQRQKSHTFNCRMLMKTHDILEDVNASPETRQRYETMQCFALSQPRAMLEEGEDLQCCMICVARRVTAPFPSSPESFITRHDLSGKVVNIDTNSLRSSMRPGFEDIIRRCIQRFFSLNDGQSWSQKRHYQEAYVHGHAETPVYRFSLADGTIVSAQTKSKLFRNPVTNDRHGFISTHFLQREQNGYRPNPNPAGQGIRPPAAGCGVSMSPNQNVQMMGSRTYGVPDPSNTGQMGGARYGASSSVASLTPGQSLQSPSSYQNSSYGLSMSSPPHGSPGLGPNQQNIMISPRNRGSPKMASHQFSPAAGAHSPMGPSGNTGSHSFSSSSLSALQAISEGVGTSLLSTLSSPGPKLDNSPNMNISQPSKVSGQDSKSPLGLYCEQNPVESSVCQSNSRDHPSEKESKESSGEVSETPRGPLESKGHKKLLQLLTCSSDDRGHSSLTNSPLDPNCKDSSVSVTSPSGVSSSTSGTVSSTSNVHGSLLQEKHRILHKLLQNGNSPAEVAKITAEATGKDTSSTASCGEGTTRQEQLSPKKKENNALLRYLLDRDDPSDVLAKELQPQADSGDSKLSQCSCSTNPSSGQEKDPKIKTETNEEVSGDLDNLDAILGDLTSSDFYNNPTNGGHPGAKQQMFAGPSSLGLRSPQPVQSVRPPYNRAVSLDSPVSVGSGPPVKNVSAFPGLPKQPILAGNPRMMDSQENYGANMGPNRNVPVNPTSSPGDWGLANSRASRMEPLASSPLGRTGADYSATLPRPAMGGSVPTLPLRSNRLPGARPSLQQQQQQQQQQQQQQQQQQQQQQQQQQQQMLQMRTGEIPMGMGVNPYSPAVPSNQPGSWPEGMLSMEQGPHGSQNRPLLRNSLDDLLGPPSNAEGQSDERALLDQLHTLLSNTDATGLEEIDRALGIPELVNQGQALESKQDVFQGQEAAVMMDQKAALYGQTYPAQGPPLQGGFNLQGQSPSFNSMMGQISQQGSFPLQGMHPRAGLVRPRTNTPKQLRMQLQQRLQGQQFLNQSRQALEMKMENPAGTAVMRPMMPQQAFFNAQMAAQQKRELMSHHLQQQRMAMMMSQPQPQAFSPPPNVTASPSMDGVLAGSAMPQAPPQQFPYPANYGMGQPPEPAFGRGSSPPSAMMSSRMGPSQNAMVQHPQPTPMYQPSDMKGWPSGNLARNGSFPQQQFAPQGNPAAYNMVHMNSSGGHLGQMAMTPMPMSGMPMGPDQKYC
IDE cell inh: cellular human IDE inhibition | 0.41% of 320,000 active | AID 434962 | inhibition, % at 5.59 µM | P14735 | HEK cells, FAbetaB cleavage, fluorescence polarization;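 active = percent inhibition above the average of all tested compounds plus 3 SD, set per screening campaign, cut at about 16% in these data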;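 also: IDE supplied by intact live HEK cells; FP after avidin binding of uncleaved biotin substrate so inhibition keeps polarization high; 0% = DMSO wells and 100% = 60 µM reference IDE inhibitor Ii1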
* = called active by the depositor; nt = not tested or not shown; & = joins results of further samples.

SMILES	FID counter	VIM-2 inhibitor	NS3 helicase inh	IMP-1 inh	IDE cell activ	M18AAP inhibitor	SUMO HTRF inh	pCIP destab	IDE cell inh
COc1ccc(CCNC(=O)COc2cc(C)cc3oc(=O)cc(C)c23)cc1OC	-38.7	-3.1	9.5	-4.3	0.6	3.7	8.4	-11.0	3.4
O=C(NCCN1CCN(Cc2ccccc2)CC1)C1CC(=O)N(C2CCCC2)C1 (stereo unspecified)	3.1	-3.7	2.5	-2.6	-4.3	-0.4	9.3	2.3	-0.2
CCn1c(SCC(N)=O)nc2sc3c(c2c1=O)CCN(C)C3	3.3	-0.7	-2.2	-2.0	-1.3	6.3	3.1	-6.7	9.1
COc1ccc(C(=O)Nc2ccc(N3CCN(Cc4ccccc4)CC3)cc2)cc1	-1.1	-1.5	8.1	-2.1	nt	-3.5	17.6	-1.7	0.2
O=C(/C=C/c1cccc(Cl)c1)Nc1ccncc1	13.6	0.4	-8.8	-1.2	-1.1	3.4	27.2	-8.0	3.3
O=C(O)c1cccc(N2C(=O)c3cc([N+](=O)[O-])cc4cc([N+](=O)[O-])cc(c34)C2=O)c1	-10.8	1.2	24.2	1.0	2.4	-73.1	9.0	-13.8	0.1
COc1ccc(NC(=O)c2c(F)c(F)c(F)c(F)c2F)cc1Cl	3.5	-0.7	-4.6	-1.9	4.6	0.1	14.5	-2.2	-0.2
COc1cccc(OCC(=O)Nc2ccccc2C(N)=O)c1	-5.6	-1.1	8.5	-1.2	3.7	-1.6	-3.2	6.4	-2.3
CCc1ccc(NC(=O)C2CCN(S(=O)(=O)c3ccc4c(c3)CC(C)N4C(C)=O)CC2)cc1 (stereo unspecified)	-47.9	-3.5	19.2	-4.4	-10.6	-6.3	8.6	-62.1	4.0
COc1ccc(C)cc1NS(=O)(=O)c1ccc2c(c1)N(C(C)=O)CCO2	-23.1	-0.3	0.1	-0.5	2.8	1.4	13.1	-9.8	5.8
O=C(/C=C/c1ccc2c(c1)OCO2)NCCSCc1ccc(Cl)cc1Cl	-4.8	-5.3	-5.6	-1.1	4.3	-3.1	-6.4	0.4	nt
O=C(Cc1cccs1)Nc1ccc(-c2nnc(-c3ccco3)o2)cc1	0.9	-0.7	-3.3	-0.5	5.5	-4.1	9.4	-1.2	4.9
Cc1ccc(NCCNc2ccc(C)cc2)cc1	4.5	0.5	-5.8	-2.2	0.9	-8.8	-8.0	-7.9	1.9
COc1ccc(CCNC(=O)C(=O)NCc2ccccc2)cc1OC	-12.3	-1.9	0.0	-1.6	0.2	-11.7	1.9	-17.7	-2.1
CC1(C)Cc2c(cnn2-c2ccccc2)C(NC(=O)CCCN2CCCC2=O)C1 (stereo unspecified)	-25.8	-1.1	7.0	-3.2	1.4	2.5	10.5	-11.2	3.1
CCOC(=O)c1ccc(S(=O)(=O)N2CCN(CC(O)COc3ccc(C#N)cc3)CC2)cc1 (stereo unspecified)	-16.3	1.2	-15.9	-0.9	4.0	-0.3	3.9	-7.8	-2.4
Cc1nn(Cc2c(F)c(F)c(F)c(F)c2F)c(C)c1NC(=O)c1nn(C)cc1[N+](=O)[O-]	0.3	-4.0	-0.6	-4.4	0.5	-8.2	1.0	-5.5	0.2
COc1ccccc1NC(=O)CCSc1nnnn1C	1.3	-4.8	4.3	-5.4	2.4	-5.5	7.6	-9.8	2.0
O=C(CCn1c(=O)oc2ccccc21)N1CCN(c2ccccc2Cl)CC1	-33.0	-1.5	-3.7	-3.4	-4.1	-4.8	17.0	-85.9	3.6
Cc1cc(NC(=O)CC23CC4CC(C2)CC(CC(=O)Nc2cc(C)on2)(C4)C3)no1	-37.3	0.9	10.6	-3.9	-4.1	-11.5	-3.1	1.3	-2.2

Only NS3 helicase inh, SUMO HTRF inh and IMP-1 inh, for 2 of the compounds above:
SMILES,NS3 helicase inh,SUMO HTRF inh,IMP-1 inh
COc1ccccc1NC(=O)CCSc1nnnn1C,4.3,7.6,-5.4
O=C(CCn1c(=O)oc2ccccc21)N1CCN(c2ccccc2Cl)CC1,-3.7,17.0,-3.4

Next results.
SMILES	FID counter	VIM-2 inhibitor	NS3 helicase inh	IMP-1 inh	IDE cell activ	M18AAP inhibitor	SUMO HTRF inh	pCIP destab	IDE cell inh
COc1cccc(NC(=O)CN(C)CC(=O)Nc2ccc(C)cc2Cl)c1	-10.0	-3.0	-2.2	-3.7	-1.1	1.6	18.6	-12.7	5.2
CCN(CCO)Cc1csc2ccc(Br)cc12	1.8	-3.5	-6.6	-6.9	-0.3	0.1	4.2	-11.3	7.2
O=C(NNC(=O)C1CCCO1)c1ccc([N+](=O)[O-])cc1 (stereo unspecified)	-1.7	-3.1	2.4	-5.1	0.2	7.1	3.1	-5.7	3.3
CCN1CCCC1CNCC(O)COc1ccc(C(C)(C)C)cc1C (stereo unspecified)	32.2	0.8	-44.0	-1.1	3.2	-1.2	10.5	4.4	-3.1
O=Cc1ccc(-c2cccc([N+](=O)[O-])c2)o1	3.9	1.1	9.2	-1.1	2.9	10.8	-1.4	6.1	-6.1
COc1ccc(S(=O)(=O)N2CCC(C(=O)Nc3nnc(CCN4CCCCC4)s3)CC2)cc1	23.9	-3.1	-0.5	-1.2	-0.9	-0.4	-3.5	6.1	-1.4
COCCCn1c(SCC(=O)NC2CCCC2)nnc1-c1ccccc1	-11.3	-3.0	5.6	-0.5	2.2	2.7	-4.6	-6.1	-3.0
Cc1c(C(=O)N/N=C/C(C)C)[nH]c2ccc([N+](=O)[O-])cc12	6.6	-4.3	2.8	-3.6	5.7	4.9	-27.7	3.2	0.8
C[C@H](CCC(=O)O)[C@H]1CC[C@H]2[C@@H]3[C@H](O)C[C@@H]4C[C@H](O)CC[C@]4(C)[C@H]3C[C@H](O)[C@]12C	-36.2	-3.3	1.5	-3.4	3.0&8.9&6.3	1.6	1.2	-1.4	5.9&-0.6&6.2
COCCNS(=O)(=O)c1cccc2cccnc12	nt	nt	nt	nt	0.3	nt	16.3	-12.9	7.3
CCC(C)(C)NC(=O)C(c1ccccn1)N(C(=O)c1csnn1)c1ccc(C)c(C)c1 (stereo unspecified)	-31.8	-3.2	12.7	-1.7	2.3	-0.5	4.0	-18.6	1.4
COc1ccc(/C=C/C(=O)c2ccc(C(=O)/C=C/c3ccc(OC)c(OC)c3)cc2)cc1OC	-22.7	-4.2	-1.6	-1.1	2.9	2.5	29.6	-18.1	nt
CCN(CC)S(=O)(=O)C1CCS(=O)(=O)C1 (stereo unspecified)	-1.6	-0.8	1.1	-0.3	-0.3	-5.8	1.0	-2.5	12.9
Cc1cccc(C(=O)N2CCC(c3nc4ccccc4s3)CC2)c1	-28.4	-1.6	-9.4	-2.1	-0.9	-2.1	-4.5	-2.7	7.5
Cn1c(C(C#N)/C(=N\S(=O)(=O)c2cccs2)c2ccccc2)nc2ccccc21 (stereo unspecified)	-11.1	-3.6	-4.7	-4.1	5.8	1.2	19.9	-3.2	-3.0
Clc1ccc(-c2c[n+](Cc3cccc(Cl)c3)c3n2CCC3)cc1	17.5	-2.0	-25.2	-1.9	-2.3	-4.8	2.5	-21.9	-1.1
O=c1c2ccccc2nc(-c2ccc(Cl)cc2)n1C1CCS(=O)(=O)C1 (stereo unspecified)	-5.1	1.0	-1.7	-1.3	4.7	-0.9	nt	nt	2.8
CCC(c1nnnn1C1CCCCC1)N1CCN(C2CCCC2)CC1 (stereo unspecified)	6.7	-2.8	2.8	-2.2	4.2	-3.3	-13.5	1.3	-3.2
COc1cc(C(=O)NCCc2nc3ccccc3n2C)cc(OC)c1OC	-15.8	-2.1	-1.8	0.8	2.7	-16.8	-14.9	-0.1	2.0
c1ccc(Nc2cccc(Nc3ccccc3)n2)cc1	-7.2	-6.8	-0.4	-3.1	-7.0	10.6	-13.8	-1.1	-1.0
CC(C)(O)C(=O)N/N=C\c1ccc(OC/C=C/c2ccccc2)cc1	-29.0	0.3	-11.1	-0.6	0.8	-7.4	2.8	-1.0	nt
CC(=O)c1ccc(N2CCN(C(=O)c3ccc4c(c3)OCO4)CC2)cc1	-23.4	-0.7	0.8	-3.0	1.5	1.0	4.5	7.4	-3.8
O=C(NCc1ccc2c(c1)OCO2)c1cc2c(s1)CSC2	-3.8	0.7	17.5	0.1	6.6	10.6	11.0	-1.6	-2.2
CC(C(=O)N1CCCc2ccccc21)N1CCN(c2ccccn2)CC1 (stereo unspecified)	-11.7	-2.5	12.4	-3.5	0.9	-1.0	16.5	-5.9	2.3
COc1ccc(C(=O)NCCCN2CCOCC2)cc1S(=O)(=O)N1CCCc2ccccc21	6.5	-4.3	-6.0	-1.1	1.6	-1.0	28.6	4.2	4.4
COc1cc2c(cc1OC)CN(Cc1cc(=O)oc3c(C)c(C)ccc13)CC2	-6.4	0.5	11.1	-3.5	-5.4	-1.2	17.5	-8.7	9.8
CCc1nc(N2CCN(C(C)=O)CC2)c2c3c(sc2n1)CCCC3	-38.4	1.8	3.1	-0.5	2.2	0.3	5.3	-5.3	nt
Cn1c(=O)n(-c2ccccc2)c(=O)c2c3c(sc21)COC(C)(C)C3	-10.3	-2.0	1.3	-2.4	3.8	-6.3	-16.7	1.2	0.3
Cc1oc(-c2cccc3ccccc23)nc1CN1CCC[C@H]1CO	11.4	-0.8	-5.2	-0.6	-5.2	-3.1	4.0	-3.2	-3.9
Cc1ccc2nc(NCc3ccc(F)cc3)c3nncn3c2c1	-5.8	-2.5	2.2	-3.9	-0.5	1.6	17.3	-1.5	4.5
Cc1cc(C)n2c(SCC(=O)Nc3cc(C)on3)nnc2n1	2.2	-5.0	-1.2	-3.4	2.2	4.3	2.9	-7.1	-1.0
CCN1CCN(C(=O)C2CCN(S(=O)(=O)c3ccc(Br)cc3)CC2)CC1	-0.2	-2.3	9.1	1.8	4.7	-10.1	21.7	-16.9	nt
CCN(CC)S(=O)(=O)c1ccc(C)c(NC(=S)NC2CCCCC2)c1	-23.1	-2.8	11.0	-2.6	1.1	-1.8	8.0	2.9	-9.2
CC(C)NS(=O)(=O)c1ccc(OCC(=O)Nc2ccc3c(c2)OCO3)c(Cl)c1	-19.6	1.8	-7.7	-1.5	0.9	-2.1	-13.5	7.6	1.5
COc1ccc(CCNC(=S)NC(=O)c2ccccc2)cc1C	-10.0	-2.1	-6.2	-1.8	3.7	-5.3	2.5	1.4	0.3
COc1cc(NC(=O)CSCc2ccc(Cl)cc2)c(C(=O)O)cc1OC	-27.9	-1.1	7.1	-4.4	-4.2	0.0	3.1	-2.1	2.3
COC(=O)CN1C(=S)N(C)C(=O)/C1=C/c1cccs1	-19.6	-1.2	3.2	-2.6	0.1	-2.9	6.6	8.6	-3.2
Nc1nc(COc2ccc3ccccc3c2)cs1	-3.7	-2.0	-2.0	-1.5	4.8	-1.2	-13.4	9.5	-5.3
Cc1cccc(-n2cnc(C(=O)NNC(=S)Nc3ccccc3)c2)n1	-0.7	-2.0	7.6	-4.5	4.0	-0.7	-77.2	-3.4	-4.8
